Menin MLL FP TR = displaces Texas Red mutant MLL peptide from human menin | O00255 | Menin + Texas Red MLL mutant peptide, fluorescence polarization | Potency, µM (titrated, usually from 61.6 µM), inactives show at the highest dose FP activity change, negative = inhibition, usual class: inhibitors | 270,000 tested, 0.23% active; active = well fitted inhibition curve with a large enough effect in the polarisation, with a control signal flat, not every such curve was filed as active; inconclusive = small, poorly fitted or top-dose-only effect, or effect the other way, or a change in a side signal; inactive = no such curve, though single readings can be large or run the other way; the % refers to the polarisation; also: potency is read from the fitted curve at half-maximal effect; % of control where 0% means no effect; many of its hits are not listed in these tables
Target sequence (O00255 whole entry, looked up): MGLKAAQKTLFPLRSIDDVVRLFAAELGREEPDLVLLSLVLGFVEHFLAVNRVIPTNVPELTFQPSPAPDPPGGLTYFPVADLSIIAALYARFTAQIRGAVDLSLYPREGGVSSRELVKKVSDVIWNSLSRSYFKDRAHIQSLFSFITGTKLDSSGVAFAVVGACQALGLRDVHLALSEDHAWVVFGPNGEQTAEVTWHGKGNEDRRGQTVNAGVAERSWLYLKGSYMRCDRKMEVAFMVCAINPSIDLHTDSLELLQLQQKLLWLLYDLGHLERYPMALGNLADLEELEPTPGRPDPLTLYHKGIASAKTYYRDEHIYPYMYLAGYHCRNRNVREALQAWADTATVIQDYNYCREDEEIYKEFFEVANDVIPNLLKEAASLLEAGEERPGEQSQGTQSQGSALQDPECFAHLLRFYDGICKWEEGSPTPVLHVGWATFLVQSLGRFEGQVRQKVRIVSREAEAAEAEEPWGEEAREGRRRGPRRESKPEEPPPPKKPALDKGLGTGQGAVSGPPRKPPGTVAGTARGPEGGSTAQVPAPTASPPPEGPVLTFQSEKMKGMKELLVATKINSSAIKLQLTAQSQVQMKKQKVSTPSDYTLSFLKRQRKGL
p53 reactivation = mutant p53 re-activation in reporter cells. Potency, µM (highest dose often 92.2 µM), without a hit: at the highest dose activity change, positive = activation, most hits filed as activators. 320,000 tested, 0.063% active. H1299 p53-A138V BP100-luciferase reporter, luminescence, 24 h; also: potency is read from the fitted curve at half-maximal effect; % of control where 0% means no effect; nearly all actives have a fitted effect of over 45% in size
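H1299 (p53-null), stable ts p53-A138V + BP100-Luc; 1000 cells/well, Opti-MEM/10% FBS; cpd 4 pt, 1:5; 24 h, 37 deg C, 5% CO2; detection reagent 10 min RT; luminescence.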
VP16 counter = counter-screen for ROR gamma inhibitors: Gal4-VP16 reporter | Drosophila S2 Gal4-VP16 UAS-luciferase, luminescence, 20 h | Potency, µM (series often up to 53.6 µM), without a hit: at the highest dose activity, negative = inhibition, hits mostly inhibitors | 310,000 tested, 3.5% active | AID 2546;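 also: Gal4-VP16 expression switched on by copper sulfate through the metallothionein promoter; potency is read from the fitted curve at half-maximal effect; % is scaled to controls: 0 for no effect and ±100 for the full control effect; nearly all actives have a fitted effect of over 50% in size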
Giardia killer = kills Giardia lamblia. Giardia lamblia trophozoite viability. AID 540267. 340,000 tested, 0.15% active. activity change, % at 7.66 µM, hits read low; in the data active = activity change below about -80%; inconclusive = between about -30% and that limit;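 also: parasites exposed to compound for two days anaerobically before the ATP read; % is scaled to controls: 0 for no effect and ±100 for the full control effect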
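ATP-content bioluminescence gauges trophozoite survival. Cells (100/well) receive compound and incubate anaerobically for 48 hrs at 37 deg C; detection reagent follows for 15-30 min at room temperature.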
PKM2 act = activators of human pyruvate kinase M2; purified PKM2, Kinase-Glo ATP luminescence, activation; response scale: 0% is enzyme alone, no compound; Potency, µM (highest dose often 57.5 µM), without a hit: at the top dose activation, actives largely listed as activators; 260,000 tested, 0.34% active; AID 1631; also: potency is read from the fitted curve at half-maximal effect; % is scaled to controls: 0 for no effect and ±100 for the full control effect; nearly all actives have a fitted effect of over 55% in size
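ATP formation by purified human PK-M2, quantified via coupled luciferase luminescence after 1 h at room temperature with 0.1 mM ADP and 0.5 mM PEP final.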
RORg inh = inhibitors of mouse ROR gamma transcriptional activity; Drosophila S2 Gal4-RORgamma UAS-luciferase reporter, 20 h; Potency, µM (series often up to 53.6 µM), without a hit: top-dose activity change, negative = inhibition, hits mostly inhibitors; 310,000 tested, 5.4% active; AID 2551; also: potency is read from the fitted curve at half-maximal effect; % is scaled to controls: 0 for no effect and ±100 for the full control effect; nearly all actives have a fitted effect of over 60% in size
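Using a luciferase readout, inhibitors were identified by reduced reporter activity in Drosophila cells coexpressing a copper-inducible Gal4–ROR gamma fusion and UAS-driven Photinus luciferase, incubated 20 hr after 700 uM copper sulfate.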
FLuc modulator = inhibits or activates purified firefly luciferase, miR-21 counter-screen. Potency, µM (titrated, usually from 57.5 µM), inactives show at the highest dose activity change, negative = inhibition, usual class: inhibitors. 360,000 tested, 6.9% active. AID 588342. purified FLuc, Km substrates, luminescence inhibition. P08659;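 also: potency is read from the fitted curve at half-maximal effect; plate controls were vehicle for no effect and reference inhibitor for full effect; nearly all actives have a fitted effect of over 55% in size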
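Biochemical qHTS of compounds, final roughly 60 µM downward over six points, against 10 nM purified firefly luciferase using Km concentrations of substrates (10 uM D-luciferin, 10 uM ATP) in Tris acetate pH 7.5 buffer; luminescence output.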
ELG1 genotoxic = inducers of genotoxicity in HEK293T ELG1-luciferase cells; HEK293T ELG1-luciferase reporter, luminescence, 16 h; 330,000 tested, 1.3% active; Potency, µM (titrated, usually from 46 µM), for inactives: at the highest dose activity change, positive = activation, usual class: activators; also: potency is read from the fitted curve at half-maximal effect; % of control where 0% means no effect; nearly all actives have a fitted effect of over 60% in size
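Screening used a luciferase reporter fused to human ELG1 in HEK293T cells. Luminescence was read on a CCD plate imager after 16 hr exposure and 30 min ONE-Glo incubation.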
BRCA1 expr act = BRCA1 expression activation. MCF7-BRCA1-FFLuc reporter, luminescence, 48 h; response scale: scaled: vehicle 0%, 10 µM genistein 100%. Potency, µM (doses to about 46.1 µM), for inactives: at the highest dose activation, usual class: activators. 380,000 tested, 1.1% active. AID 624202; also: potency is read from the fitted curve at half-maximal effect; nearly all actives have a fitted effect of over 80% in size; some results filed as inactive show a strong effect at the top dose
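First, MCF7-BRCA1-FFLuc cells (2000/well) attach for 2 h; next, compounds are pin-added and incubated 48 h at 37 °C; finally, luciferase reagent is added and luminescence read after 15 min.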
Rab9 prom act = activates the Rab9 promoter; Huh7 Rab9 promoter-luciferase reporter, luminescence, 24 h; Potency, µM (series often up to 9.22 µM), for inactives: top-dose activation, negative = inhibition, hits mostly activators; 320,000 tested, 2.8% active; AID 485297; also: potency is read from the fitted curve at half-maximal effect; % of control where 0% means no effect; nearly all actives have a fitted effect of over 60% in size
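Rab9 promoter-driven luciferase in stably transfected Huh7 cells; 1500 cells/well rested 2 h, exposed to compound in DMSO for 24 h at 37 °C, 5% CO2. Luminescence read 10 min after adding luciferase reagent at ambient temperature.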
NPC1 promoter act = activates the NPC1 promoter. Huh7 NPC1 promoter luciferase reporter, 24 h. Potency, µM (series often up to 9.22 µM), for inactives: at the top dose activation, hits mostly activators. 320,000 tested, 2.4% active. AID 485313;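 also: potency is read from the fitted curve at half-maximal effect; % of control where 0% means no effect; nearly all actives have a fitted effect of over 60% in size; reporter is driven by a mutant NPC1 promoter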
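Quantitative HTS used a cell-based reporter: Huh7 cells stably bearing the NPC1 promoter upstream of luciferase were treated with compounds for 24 h, and promoter activation was read as luminescence.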
* = called active by the depositor; ? = inconclusive; . = no result given; & = joins results of further samples; [ ] = dose if it differs, or a comment. Unless noted, calls follow the shape of the dose curve; as a rule, active = well fitted curve in the direction sought with a large enough effect; inconclusive = small, poorly fitted or top-dose-only effect, or another doubt; inactive = no such curve, though single readings can be large; an effect the other way counts as inactive or inconclusive. Not all compounds are listed; the hit share may differ from the screen's.

Value order: Menin MLL FP TR	p53 reactivation	VP16 counter	Giardia killer	PKM2 act	RORg inh	FLuc modulator	ELG1 genotoxic	BRCA1 expr act	Rab9 prom act	NPC1 promoter act
Cc1cc(=O)c2ccccc2n1CC(=O)NCc1ccccc1
  5%	6%	?	4	-2%	?	2%	-6%	-42%	-14%	0%
Clc1ccc(-c2cc(COc3ccccc3)no2)cc1Cl
  0%	-1%	-6%	8	0%	11%	?	3%	34%	1%	2%
C#CCOCCOCCOCCNc1nc(N2CCOCC2)nc(N2CCN(C(=O)CCCCCCCCCCNC(=O)[C@@H](CCSC)n3cc(CCO)nn3)CC2)n1
  .	30%	.	9	.	.	0%	-5%	0%	0%	0%
Cc1cccc(OCCCC(=O)NNC(=O)c2ccccn2)c1
  .	?	.	5	.	.	1%	7%	-54%	0%	-2%
CC(=O)NCCOc1cccc2cccnc12
  8%	0%	-2%	10	-3%	0%	0%	5%	8%	-3%	1%
Cn1c2ccccc2c2c(C(=O)N3CCN(c4ccccn4)CC3)cn(C3CCCC3)c(=O)c21
  -3%	-4%	-19%	11	6%	-11%	-14%	-10%	-43%	-7%	-1%
Cc1cc([N+](=O)[O-])ccc1NC(=S)NC(=O)C(c1ccccc1)c1ccccc1
  ?	2%	10µM*	-26	-4%	7.9µM*	13%	-12%	-75%	7%	-10%
C/C(=N\O)C(C)(C)Nc1ccc(Cl)cc1
  .	-3%	2%	12	1%	0%	0%	-5%	-2%	-6%	-2%
S=C1NNC2(NN1)C1CC3CC(C1)CC2C3
  -4%	-16%	?	-1	1%	?	2%	0%	-32%	2%	-1%
COc1cc(/C=N/NC(=O)Cc2nnc(N)s2)cc(OC)c1OC
  .	-4%	4%	1	-4%	11%	0%	2%	18%	-1%	-5%
CCOC(=O)c1ccc(NC(=O)C(C)NS(=O)(=O)c2ccc(OC)cc2)cc1 (stereo not drawn)
  5%	-12%	-1%	5	-1%	31%	15%	-6%	1%	-4%	3%
O=C(CSc1nnc(-c2ccccc2F)o1)N1CCNC1=O
  .	?	.	1	.	.	13µM*	?	?	3.2µM*	2.5µM*
CCCn1c(SCC(=O)NC(C)(C)C)nnc1C(C)C
  5%	19%	.	14	-10%	0%[0.365 µM]	3%	-1%	-8%	-1%	1%
CCC(OC(=O)C1=Cc2ccccc2OC1)C(=O)NCc1ccco1 (stereo not drawn)
  11%	0%	1%	-15	0%	36%	5%	-6%	-10%	-2%	-5%
CN(C)c1ccc(/C=N/NC(=O)c2ccc3c(c2)OCCO3)cc1
  -10%	?	-19%	1	0%	?	4.8µM*	?	73%	?	?
CCc1nn2cc(C(=O)c3ccccc3O)cnc2c1-c1ccc(F)cc1
  -11%	15%	-14%	4	-3%	21%	4%	-4%	-16%	-4%	-1%
Cc1nc(CNS(=O)(=O)c2ccc(Br)cc2)cs1
  -10%	-2%	-10%	-4	.	22%	2%	-1%	3%	-5%	-2%
CC(=O)c1ccc(NC(=O)c2sc3nc(C)c(C)c(C)c3c2N)cc1
  17%	?	?	14	-1%	40%	0.48µM*	3.7µM*	115%	0.79µM*	0.56µM*
Cc1cc(C)n(CC(O)CN(c2ccccc2)S(=O)(=O)c2ccccc2)n1 (stereo not drawn)
  ?	-2%	1%	-1	5%	5%	3%	-1%	5%	1%	-1%
Cc1sc2nc(SCC(=O)N3CCCC3)[nH]c(=O)c2c1C
  -8%	3%	-11%	8	-15%	27%	-1%	?	-18%	-1%	1%
CCCn1c(NC(=O)c2ccc([N+](=O)[O-])o2)nc2ccccc21
  .	?	.	?	.	.	5%	-12%	-68%	-4%	-4%
N#CCCn1ccc(NC(=O)c2ccc(Cl)cc2)n1
  -2%	14%	?	-11	2%	27%	?	-1%	31%	15%	9%
COc1ccccc1C(=O)NNC(=O)c1cccc(F)c1
  -1%	50%	10µM*	-10	-36%	10µM*	15µM*	?	-24%	?	?
CCOc1ccc(C(=O)Nc2ccc(NC(=O)c3ccccc3)cc2)cc1Br
  ?	.	-3%	-2	0%	-1%	2%&0%	10%	4%	-4%	-1%
CCOc1ccc(N(CC(=O)NCCc2ccc(OC)cc2)S(C)(=O)=O)cc1
  -7%	2%	-11%	0	-1%	-2%	3%	-2%	1%	0%	2%
N#Cc1sc2nc3c(cc2c1N)CCCC3
  7%	4%	-13%	?	8%	14%	13µM*	16%	-48%	-4%	14%
CCC(C)C(=O)Nc1nnc(-c2cccs2)s1 (stereo not drawn)
  7%	?	?	-23	0%	0%	?	?	-71%	3.5µM*	?
CN1/C(=C\C(=O)C[n+]2ccc(C(=O)c3ccccc3)cc2)C(C)(C)c2ccccc21
  ?	1%	-6%	0	-4%	?	-2%	-3%	-47%	9%	-1%
Cc1ccc(S(=O)CCNC(=O)Cc2ccc(Cl)cc2)cc1 (stereo not drawn)
  -2%	2%	1%	2	2%	26%	-2%	-1%	8%	-5%	-7%
O=C(CCCc1nc2ccccc2s1)Nc1ccccc1
  -12%	8%	-2%[10 µM]	7	-6%	-15%	-10%	?	-1%	-2%	5%
CCN(CC)C(=O)CSc1nnc(-c2ccc(O)cc2)n1CC1CCCO1 (stereo not drawn)
  4%	3%	-4%	5	1%	20%	4%	-1%	7%	0%	2%
CC(OC(=O)c1cccc(-n2cnnn2)c1)C(=O)Nc1ccccc1F (stereo not drawn)
  .	-4%	.	25	.	.	-1%	0%	-3%	2%	-2%
COc1ccc(/C=C2\SC(=O)N(CC(=O)N(C)C3CCS(=O)(=O)C3)C2=O)cc1 (stereo not drawn)
  -15%	-1%	-7%	4	0%	16%	?	7%	46%	13%	12%
CCc1ccc(NC(=O)CCn2cccc2)cc1
  2%	6%	9%	2	-6%	?	-19%	?	?	14%[1.84 µM]	16%
O=S(=O)(CCN1CCOCC1)c1ccc(Oc2ccc(S(=O)(=O)CCN3CCOCC3)cc2)cc1
  -8%	-78%[inhibitor]	7.9µM*	5	1%	?	-8%	-6%	-39%	-9%	-8%
CSc1cccc(CN2CCC(Oc3cccc(C(=O)N4CCCC4)c3)CC2)c1
  -15%	-7%	-9%	23	0%	-24%	-3%	-9%	-17%	0%	0%
O=C(c1cc([N+](=O)[O-])ccc1Cl)N1CCc2ccccc21
  0%	.	3%	-15	0%[11.5 µM]	11%	5%	0%	-6%	6%	2%
CC(=O)Nc1ccc(NC(=O)COc2cccc3c2OC(C)(C)C3)cc1
  -3%	7%	12%	8	-11%	-1%	-4%	-1%	-20%	7%	1%
Cc1ccc(-n2c(SCC(=O)N3CCOCC3)nnc2-c2cccnc2)cc1
  12%	13%	-9%	2	-1%	-5%	?	15%	37%	17%	-1%
Cc1oc(-c2ccccc2)cc1C(=O)NC(Cc1c[nH]c2ccccc12)C(=O)O (stereo not drawn)
  10%	13%	-9%	0	23%	-4%	-15%	0%	2%	-2%	-1%
N#CC1=C(N)SC(N)=C(C#N)C1c1cccc(O)c1
  11%	-3%	-14%	8	-2%	7%	-18%	9%	-2%	-4%	1%
CCOc1ccc(CN2CCN(C3CCC3)CC2CCO)cc1 (stereo not drawn)
  -2%	11%	-11%	-8	2%	16%[1.91 µM]	0%	-3%	23%	7%	3%
CCCCOc1ccc(/C=C/C(=O)Nc2ccc([N+](=O)[O-])cc2C)cc1
  1%	11%	-9%	8	-7%	32%	-1%	-3%	-8%	-4%	0%
CSCCC(NC(=O)c1ccc(Cl)cc1Cl)C(=O)N(C)Cc1nc2ccccc2c(=O)[nH]1 (stereo not drawn)
  .	-6%	.	19	.	.	?	-3%	-19%	-4%	-2%
O=C(COC(=O)CNS(=O)(=O)c1ccc(Br)cc1Cl)NC1CCCC1
  .	1%	.	11	.	.	1%	-6%	11%	-1%	5%
CCOC(=O)N1CCN(CC(=O)Nc2sccc2C#N)CC1
  -15%	5%	-8%	-4	8%	-6%	-2%	1%	-11%	9%	-7%
CCc1ccccc1NC(=O)N1CCC(NC(=O)C(Cc2ccc(OC)c(OC)c2)NC(C)=O)CC1 (stereo not drawn)
  -6%	4%	3%	13	-4%	1%	3%	1%	-1%	2%	-1%
O=C1c2ccccc2NC(c2cccc(O)c2)N1NS(=O)(=O)c1ccccc1 (stereo not drawn)
  1%	-1%	0%	14	-1%	-16%	1%	-2%	5%	2%	0%
O=C(C1CCCN(C2CC(=O)N(c3ccc(Cl)cc3)C2=O)C1)N1CCCC1 (stereo not drawn)
  .	4%	2%	-4	3%	4%	1%	0%	0%	-2%	0%

Compound activity: PubChem, National Center for Advancing Translational Sciences (NCATS)
